Assay outcomes as filed in PubChem BioAssay.
pPAFAH inh – inhibitors of human plasma PAF acetylhydrolase (pPAFAH); recombinant pPAFAH, FP-rhodamine probe fluorescence polarization; inhibition, % at 3.39 µM; 330,000 tested, 1.5% active; AID 463082;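 active = inhibition above the mean inhibition across the screen plus 3 SD, cut at about 25% in these data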;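 note: inhibitors block binding of the rhodamine activity-based probe so polarization drops; 0% = enzyme with DMSO and 100% = wells lacking pPAFAH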
EBNA-1 inhibitor – blocks EBNA-1 binding to DNA. 300,000 tested, 0.34% active. EBNA-1 DNA binding, fluorescence polarization. inhibition, % at 14.8 µM. AID 1950; in the data active = inhibition above about 28%
PAFAH2 FP inh – inhibitors of human PAFAH2; Q99487; recombinant PAFAH2, FP-rhodamine activity probe, fluorescence polarization; inhibition, % at 3.39 µM; 340,000 tested, 0.99% active;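 active = inhibition above the mean over all tested compounds plus 3 SD, cut at about 30% in these data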;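 note: inhibitors block probe labeling of enzyme so polarization drops; 0% = enzyme with DMSO and 100% = wells lacking PAFAH2 protein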
PREPL inhibitor – human PREPL enzyme inhibition; Q4J6C6; recombinant PREPL, fluorescence polarization activity-based probe; inhibition, % at 5.96 µM; 320,000 tested, 0.68% active; AID 2751; in the data active = inhibition above about 43%;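 note: 0% = enzyme with DMSO and 100% = wells lacking enzyme; many of its hits are not listed in these tables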
Target sequence (Q4J6C6 whole entry, looked up): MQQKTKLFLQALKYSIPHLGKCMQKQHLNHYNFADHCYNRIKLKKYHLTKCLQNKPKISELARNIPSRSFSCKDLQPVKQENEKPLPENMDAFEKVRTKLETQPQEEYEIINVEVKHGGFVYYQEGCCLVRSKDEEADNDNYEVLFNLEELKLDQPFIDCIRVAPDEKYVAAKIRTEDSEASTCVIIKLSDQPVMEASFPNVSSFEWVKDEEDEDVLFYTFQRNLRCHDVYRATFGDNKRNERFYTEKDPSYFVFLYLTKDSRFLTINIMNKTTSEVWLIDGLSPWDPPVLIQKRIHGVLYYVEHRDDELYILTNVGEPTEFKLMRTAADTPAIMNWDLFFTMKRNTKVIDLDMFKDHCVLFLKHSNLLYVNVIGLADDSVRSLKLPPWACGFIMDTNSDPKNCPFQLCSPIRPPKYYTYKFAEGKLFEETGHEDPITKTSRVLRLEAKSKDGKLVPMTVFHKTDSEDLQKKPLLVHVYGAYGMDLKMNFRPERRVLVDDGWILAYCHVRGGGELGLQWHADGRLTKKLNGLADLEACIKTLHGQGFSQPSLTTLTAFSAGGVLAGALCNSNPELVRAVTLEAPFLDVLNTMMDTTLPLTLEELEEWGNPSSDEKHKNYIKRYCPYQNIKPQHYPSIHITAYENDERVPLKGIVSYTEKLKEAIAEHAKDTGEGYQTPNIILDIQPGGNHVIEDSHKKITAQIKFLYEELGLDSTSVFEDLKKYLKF
PAFAH1B3 FP inh – blocks human PAF acetylhydrolase 1B catalytic subunit 3; Q15102; recombinant PAFAH1B3, FP-rhodamine probe, fluorescence polarization; inhibition, % at 3.39 µM; 340,000 tested, 0.28% active; AID 492972;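 active = inhibition above the screen-wide average of all tested compounds plus 3 SD, cut at about 25% in these data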;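 note: 0% = enzyme with DMSO only and 100% = wells lacking PAFAH1B3 protein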
LYPLA1 counter – counter-screen for PME1 inhibitors: inhibitors of human LYPLA1; O75608; recombinant LYPLA1, FP-Rh probe fluorescence polarization; inhibition, % at 5.9 µM; 320,000 tested, 0.16% active; AID 2174;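 active = inhibition above the mean of all tested compounds plus 3 SD, set per campaign, cut at about 14% in these data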;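 note: inhibitors block serine hydrolase probe labeling of LYPLA1 so polarization falls; 0% = enzyme with DMSO and 100% = wells lacking LYPLA1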
PAFAH1B2 FP inh – inhibitors of human PAFAH1B2 | P68402 | recombinant PAFAH1B2, FP-rhodamine activity probe, fluorescence polarization | inhibition, % at 3.39 µM | 340,000 tested, 1.2% active | AID 492953;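 active = inhibition above the mean of all tested compounds plus 3 SD, cut at about 24% in these data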;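 note: 0% = enzyme with DMSO and 100% = wells lacking PAFAH1B2; many of its hits are not listed in these tables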
Target sequence (P68402 whole entry, looked up): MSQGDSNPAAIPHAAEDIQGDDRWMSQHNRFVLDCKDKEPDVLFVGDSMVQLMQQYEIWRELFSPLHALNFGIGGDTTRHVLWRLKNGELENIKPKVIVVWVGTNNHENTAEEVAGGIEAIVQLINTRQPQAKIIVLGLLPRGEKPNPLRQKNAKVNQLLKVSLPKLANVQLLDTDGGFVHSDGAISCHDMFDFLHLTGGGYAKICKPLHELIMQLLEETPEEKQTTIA
ZTA counter – counter-screen for EBNA-1 inhibitors: inhibitors of Epstein-Barr virus ZTA; ZTA-DNA binding, fluorescence polarization; inhibition, % at 11 µM; P03206; 320,000 tested, 0.15% active; in the data active = inhibition above about 33%
LYPLA2 inh – counter-screen for PME1 inhibitors: inhibitors of human LYPLA2; recombinant LYPLA2, FP-Rh probe fluorescence polarization; 320,000 tested, 0.38% active; O95372; inhibition, % at 5.9 µM;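 active = inhibition above the screen-wide mean plus 3 SD, limit set per campaign, cut at about 26% in these data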;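 note: 0% = LYPLA2 with DMSO and 100% = wells lacking LYPLA2 enzyme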
Starred values were filed as active, the others as inactive; / = not tested or not shown.

compound	pPAFAH inh	EBNA-1 inhibitor	PAFAH2 FP inh	PREPL inhibitor	PAFAH1B3 FP inh	LYPLA1 counter	PAFAH1B2 FP inh	ZTA counter	LYPLA2 inh
COCCc1ncc(CN2CCCCC2C(=O)Nc2ccc(Oc3ccccc3)nc2)cn1 (stereo not given)	-1	-1	-1	1	-4	6	0	-13	7
COC(=O)c1ccc(Oc2ccc(C(F)(F)F)cn2)cc1	7	-2	1	-2	3	-2	-5	2	0
CCCc1cc(C(=O)Nc2cc(OC)ccc2OC)cs1	2	9	2	7	8	-5	5	-2	-8
COC(=O)c1cn(NC(=O)c2ccc(OC)c([N+](=O)[O-])c2)c(=O)c2ccccc12	-1	4	2	-6	1	1	5	-4	5
O=C(Cn1nnc(-c2ccncc2)n1)NCCc1ccccc1	6	5	6	9	10	1	1	-5	3
CCOC(=O)N1CCN(c2cc(=O)n(-c3ccc(OC)cc3)c(=O)[nH]2)CC1	3	-3	-7	5	4	2	2	2	8
COc1ccc(-c2onc3ccc(Br)cc23)cc1	3	0	1	5	5	1	3	-6	7
C=CCOC(=O)C(C#N)c1nc2ccccc2nc1N1CCCC1 (stereo not given)	1	-9	3	-3	2	0	-2	-3	-2
O=C(O)c1ccc(/C=N/NC(=S)NCc2ccccc2)cc1	1	3	-9	1	-1	-3	6	4	-7
COc1ccc(N2CCN(CC(O)COc3ccc([N+](=O)[O-])cc3)CC2)cc1 (stereo not given)	3	2	12	12	3	-2	-1	4	10
CCOC(=O)c1cccc(NC(=O)CSc2nnc(CNc3ccc(C)cc3)n2CC)c1	-2	-10	4	-9	3	-1	2	4	-3
COc1cccc(C(=O)N2CCN(Cc3cccc(F)c3)CC2)c1	3	12	-1	16	2	9	0	-5	11
COc1ccc(C2CCCN2C(=O)c2cccs2)cc1 (stereo not given)	7	0	-2	-2	9	1	5	3	3
Nc1cc(-c2ccc(Br)cc2)[nH]n1	8	0	1	15	1	4	3	1	9
COc1ccc(Cc2c(O)nc(SCC(=O)N3CCCCCC3)[nH]c2=O)cc1	4	8	-15	10	4	-1	-8	25	-4
O=C(c1ccc(NS(=O)(=O)c2ccc3[nH]c(=O)[nH]c3c2)cc1)N1CCN(c2ccccc2)CC1	3	/	-4	-14	3	-4	-1	-7	16
NNC(=O)c1cc2c(N3CCC(Cc4ccccc4)CC3)ncnc2s1	4	1	-9	4	-4	-14	-4	12	-27
O=P(OC1CCCCC1)(OC1CCCCC1)C(O)c1cccnc1 (stereo not given)	7	1	0	6	-2	-2	1	8	-2
CCOc1ccccc1NC(=O)CSc1nc(=O)n(CCCN2CCOCC2)c2c1CCC2	-1	-2	3	15	10	-2	3	0	-2
O=C(CSc1nccn1-c1ccc(Cl)cc1)NCc1ccc2c(c1)OCO2	13	2	17	-2	3	4	9	-19	12
CCOC(=O)c1ccc(S(=O)(=O)N2CCN(CCC#N)CC2)cc1	-7	6	-6	6	4	-1	7	2	-6
CCSc1nnc(NC(=O)c2csc(C)c2)s1	-4	14	-1	4	2	-5	3	19	-2
CC(C(=O)Nc1ccccc1)N1CCN(c2ccccn2)CC1 (stereo not given)	3	8	2	5	9	-5	6	6	-4
CSc1nc(C)cc(SCC(=O)Nc2ccccc2)n1	10	2	7	8	5	6	0	-2	9
CC(C)(C)OC(=O)NCCCCCNC(=O)c1[nH]cnc1C(=O)N[C@@H](Cc1ccccc1)C(=O)OCc1ccccc1	5	-1	-3	-3	-7	-15	-7	-5	-27
Cc1cccc(C(=O)Nc2ccccc2-c2nnn(CC(=O)Nc3ccc4c(c3)OCCO4)n2)c1	-3	-4	2	-1	4	-1	5	-6	-8
CCCOC(=O)c1ccc(-n2nnnc2SCC(=O)N2CCCCC2)cc1	4	0	1	3	2	-1	4	-22	-2
O=C(Nc1ccc(-c2csc(Nc3ccccc3)n2)cc1)c1cccc(C(F)(F)F)c1	0	24	-6	14	16	-17	5	5	-8
CCOC(=O)C(NC(=O)c1cccc(Cl)c1)(Nc1sc2c(c1C(N)=O)CCC2)C(F)(F)F (stereo not given)	3	3	9	-4	11	1	6	1	-1
Cc1csc2c(N(C)CCO)ncnc12	-2	6	-3	3	9	-3	8	5	0
COCCn1c(SCC(=O)NC2CC2)nnc1-c1ccco1	-2	-11	-9	6	6	0	4	-21	-11
COc1ccc(CN2CCNC(=O)C2CC(=O)N(C)Cc2ccno2)c(F)c1 (stereo not given)	-4	1	4	0	4	2	-8	-3	8
O=C(c1ccccc1Br)N(Cc1ccccc1)c1ccccc1	0	13	5	-31	6	-6	2	7	-11
CSCC(=O)N1CCCC(CO)(Cc2ccccc2C)C1 (stereo not given)	2	5	8	-3	10	-4	0	3	0
Cc1cccc(NC(=S)NC2CCN(Cc3ccccc3)CC2)c1C	-2	10	3	0	4	3	3	-15	8
O=C(NCc1ccc2c(c1)OCO2)C1CCCN(S(=O)(=O)c2cccs2)C1 (stereo not given)	2	5	-4	0	-3	3	5	5	1
COC(=O)c1sc(NC(=O)c2cccc([N+](=O)[O-])c2)c(C(N)=O)c1C	0	-16	-3	-9	2	-3	5	-6	-1
CC(C)NC(=O)COc1ccc(S(=O)(=O)N2CCCC2)cc1	3	4	0	7	3	-2	3	1	1
Cc1ccc(C(NC(=O)/C=C\c2ccc3c(c2)OCO3)C(=O)Nc2ccc3c(c2)OCO3)cc1 (stereo not given)	1	-6	-12	-5	2	-7	1	-7	-8
CC(=O)c1ccc(NCC(=O)N2CCN(S(=O)(=O)c3ccccc3)CC2)cc1	3	/	3	14	-1	4	4	-2	4
NS(=O)(=O)c1ccc(CCNC(=O)COC(=O)Cc2c(F)cccc2Cl)cc1	3	-4	2	8	5	2	0	9	7
O=C(CCS(=O)(=O)c1ccccc1)Nc1ccc(N2CCOCC2)cc1	-1	-10	4	17	4	8	3	7	0
COc1cc(SC)ccc1C(=O)Nc1nc2ccccc2[nH]1	2	21	4	1	3	2	-1	17	18
COC(=O)C1=C(C)N(CCCC(=O)O)C(=O)NC1c1ccc(-c2ccccc2)cc1 (stereo not given)	6	-1	-1	-9	0	-4	5	-19	0
Cc1ccc(-n2c(C)cc(/C=C(\C#N)C(=O)NCC3CCCO3)c2C)cc1 (stereo not given)	69*	8	7	4	-3	-1	3	6	5
CCCCCc1ccc(-c2cn(CCc3c[nH]c4ccccc34)nn2)cc1	3	11	0	2	3	-4	-1	-9	0
Cc1onc(-c2c(F)cccc2Cl)c1C(=O)NC1CCCCCC1	2	10	-12	-8	0	3	1	1	-3
CCOc1ccc(NC(=S)N2CCCN(Cc3cc(C)ccc3C)C2)cc1	4	1	-7	6	4	-3	2	6	0
Cc1cccc(/C=N/NC(=O)c2cccc(Cl)c2)n1	2	-4	4	-7	15	0	1	-2	-2
COc1ccc(-c2cc3ccccc3nc2N)cc1OC	2	7	0	20	1	1	-4	1	1
Cn1c(=O)c2sccc2n2c(CCCC(=O)NCc3cccnc3)nnc12	1	-2	1	0	6	1	2	6	1
O=C(N/C(=C/c1cccnc1)C(=O)N1CCOCC1)c1ccccc1Br	-1	17	-5	-2	10	-3	2	12	1
Cc1ccccc1-c1nc(CS(=O)(=O)CC(=O)N2CCc3ccccc3C2)c(C)o1	-3	-3	9	-11	3	3	6	-4	-1
CCN(Cc1nc(-c2ccccc2)no1)C(=O)c1ccc2c(c1)OCO2	0	-8	6	6	4	6	4	-8	-8
COC(=O)/C(=C/c1ccco1)NC(=O)c1ccco1	3	2	2	9	11	0	13	-14	-3
C=CCOc1ccc(/C=C/C(=O)OCC(=O)NCCCc2ccccc2)cc1	9	-5	17	-11	-4	0	0	-13	5
Cc1nc(-c2ccc(Cl)cc2)sc1C1(C)CC(c2ccc(Br)cc2)=NO1 (stereo not given)	-7	6	-16	-9	5	-3	-4	0	-6
Cc1ccc(S(=O)(=O)C(C)C(=O)NCCS(=O)(=O)c2ccc(Cl)cc2)cc1 (stereo not given)	0	7	4	7	-2	2	9	-4	5
COC(=O)c1cc(NC(=O)CC2CCCC2)cc(C(=O)OC)c1	-1	-2	5	1	3	0	0	-14	-4
COc1cc(CNC(=O)C2CCCC2)cc(OC)c1OC	3	-3	-10	-5	4	0	-3	1	-5

(list continues)
compound	pPAFAH inh	EBNA-1 inhibitor	PAFAH2 FP inh	PREPL inhibitor	PAFAH1B3 FP inh	LYPLA1 counter	PAFAH1B2 FP inh	ZTA counter	LYPLA2 inh
C=C(C)CN1C(=O)C(=O)N(CC(=C)C)C1=O	-5	-1	/	10	/	-1	/	-9	11
FC(F)(F)c1nnc2ccc(N3CCOCC3)nn12	0	-16	-2	-7	6	2	4	-9	-3
NC(=O)c1nsc(C(=O)N(c2ccc(F)cc2)C(C(=O)NC2CCCC2)c2ccncc2)c1N (stereo not given)	2	5	1	22	8	6	4	-13	3
CCNc1nc(NCC)n2c(SCc3nc4ccccc4c(=O)[nH]3)nnc2n1	2	-6	-2	7	4	-1	1	12	-1
COc1ccc(CN(C)C(=O)Cc2c[nH]c3ccccc23)cc1	6	-2	-1	2	-3	-2	3	-14	3
COc1cnc(-c2ccccc2)nc1OC	3	-7	2	-11	10	0	0	-19	2
CCCOc1ccc(C(=O)ON=C2CCN(C)CC2)cc1	26*	10	78*	7	-4	4	4	0	3
O=C(NC1CCS(=O)(=O)C1)c1cnccn1 (stereo not given)	0	4	-8	5	2	1	1	-4	-1
CCC(=O)Nc1cccc(C(=O)OCC(=O)c2ccccc2Cl)c1	3	-2	41*	5	5	-4	-1	-9	4
Cc1occc1C(=O)NC1CCCN(Cc2ccc(Cl)cc2)C1 (stereo not given)	6	2	2	-1	7	-1	7	7	-2
Fc1ccc(-c2csc(N3CCOCC3)n2)cc1	3	4	-6	9	17	2	-5	12	-2
CC1CN(C(=O)CCC(=O)N2CCCCC2)c2ccccc2O1 (stereo not given)	2	4	-2	2	0	0	5	6	6
CC(C)CC(=O)NC(=S)Nc1cccc(NC(=O)c2ccccc2Cl)c1	-1	1	5	-4	14	-6	1	21	13
O=C(NC(=S)NC1CCN(Cc2ccccc2)CC1)c1ccc(F)cc1	-2	-10	-4	-29	3	-4	5	-6	-2
O=C(NCCN1CCOCC1)C(=O)NCC1OCCN1C(=O)c1ccc(Cl)cc1 (stereo not given)	5	0	-7	0	-3	-4	1	12	-4
O=C(COC(=O)c1ccc(O)cc1)Nc1ccc2c(c1)OCO2	11	/	89*	7	4	/	2	/	/
Cc1c(NS(=O)(=O)c2ccc(N3CCCCC3)c([N+](=O)[O-])c2)c(=O)n(-c2ccccc2)n1C	3	-8	-2	0	11	3	8	-9	-4
O=C(CC1SCCNC1=O)Nc1cccc([N+](=O)[O-])c1 (stereo not given)	2	-4	10	9	-1	-3	5	5	1
CCn1c(=O)cc(OCC(=O)O)c2ccccc21	2	3	-10	0	3	3	3	8	2

Whole records from above. Screens in order: pPAFAH inh | EBNA-1 inhibitor | PAFAH2 FP inh | PREPL inhibitor | PAFAH1B3 FP inh | LYPLA1 counter | PAFAH1B2 FP inh | ZTA counter | LYPLA2 inh
FC(F)(F)c1nnc2ccc(N3CCOCC3)nn12 as listed: 0 | -16 | -2 | -7 | 6 | 2 | 4 | -9 | -3
CCC(=O)Nc1cccc(C(=O)OCC(=O)c2ccccc2Cl)c1 as listed: 3 | -2 | 41* | 5 | 5 | -4 | -1 | -9 | 4

Some of the compounds tested, so the mix of outcomes need not match the whole.
